GPR151 activ – activators of human GPR151, primary screen, cell-based, PathHunter beta-arrestin, luminescence | G-protein coupled receptor 151 (Homo sapiens), Q8TDV0 | PathHunter beta-arrestin GPR151 cells | 650,000 tested, 1% active | activation, % at 11.2 µM; in the data active = activation above about 4.9%;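 also: 0% = median of compound wells and 100% = cells with positive control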
Target sequence (Q8TDV0 whole entry, looked up): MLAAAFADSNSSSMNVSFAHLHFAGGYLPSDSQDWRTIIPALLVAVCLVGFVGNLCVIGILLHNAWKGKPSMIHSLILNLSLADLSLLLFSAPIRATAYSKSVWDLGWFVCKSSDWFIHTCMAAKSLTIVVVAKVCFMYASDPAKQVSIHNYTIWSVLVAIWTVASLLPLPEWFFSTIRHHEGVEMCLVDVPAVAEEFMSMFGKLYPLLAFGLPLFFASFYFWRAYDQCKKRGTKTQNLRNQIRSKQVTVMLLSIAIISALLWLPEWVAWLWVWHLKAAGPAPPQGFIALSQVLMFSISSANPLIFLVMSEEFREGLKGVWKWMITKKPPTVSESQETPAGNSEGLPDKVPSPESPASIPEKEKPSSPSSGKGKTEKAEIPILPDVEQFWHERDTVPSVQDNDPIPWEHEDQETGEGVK
TEAD-YAP block – TEAD-YAP interaction inhibition, primary screen, TEAD-YAP interaction inhibitor project, luminescence, HEK-TIYL cells; TEAD-Gal4/YAP UAS-luciferase luminescence; inhibition, % at 9.12 µM; 640,000 tested, 1.4% active; AID 1259422, 2018; in the data active = inhibition above about 32%;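 also: 0% = median of test compound wells and 100% = reference inhibitor wells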
MITF primary – MITF inhibitors, primary screen, biochemical, AlphaScreen, human; Microphthalmia-associated transcription factor (Homo sapiens), O75030; AlphaScreen MITF homodimerization, bead proximity signal; inhibition, % at 2.6 µM; 650,000 tested, 0.91% active; AID 1259374, 2018; in the data active = inhibition above about 50%;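 also: 0% = vehicle wells with protein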
FBW7 act – FBW7 E3 ligase activators, primary screen, biochemical, AlphaScreen, human; 650,000 tested, 0.13% active; F-box/WD repeat-containing protein 7 (Homo sapiens), Q969H0; normalized activity (activation), % at 26.1 µM; AID 1259310, 2017; AlphaScreen FBW7–phospho-cyclin E peptide binding, activator screen; in the data active = normalized activity above about 1.9%;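 also: purified mutant Fbw7 with reduced substrate affinity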
Target sequence (Q969H0 whole entry, looked up): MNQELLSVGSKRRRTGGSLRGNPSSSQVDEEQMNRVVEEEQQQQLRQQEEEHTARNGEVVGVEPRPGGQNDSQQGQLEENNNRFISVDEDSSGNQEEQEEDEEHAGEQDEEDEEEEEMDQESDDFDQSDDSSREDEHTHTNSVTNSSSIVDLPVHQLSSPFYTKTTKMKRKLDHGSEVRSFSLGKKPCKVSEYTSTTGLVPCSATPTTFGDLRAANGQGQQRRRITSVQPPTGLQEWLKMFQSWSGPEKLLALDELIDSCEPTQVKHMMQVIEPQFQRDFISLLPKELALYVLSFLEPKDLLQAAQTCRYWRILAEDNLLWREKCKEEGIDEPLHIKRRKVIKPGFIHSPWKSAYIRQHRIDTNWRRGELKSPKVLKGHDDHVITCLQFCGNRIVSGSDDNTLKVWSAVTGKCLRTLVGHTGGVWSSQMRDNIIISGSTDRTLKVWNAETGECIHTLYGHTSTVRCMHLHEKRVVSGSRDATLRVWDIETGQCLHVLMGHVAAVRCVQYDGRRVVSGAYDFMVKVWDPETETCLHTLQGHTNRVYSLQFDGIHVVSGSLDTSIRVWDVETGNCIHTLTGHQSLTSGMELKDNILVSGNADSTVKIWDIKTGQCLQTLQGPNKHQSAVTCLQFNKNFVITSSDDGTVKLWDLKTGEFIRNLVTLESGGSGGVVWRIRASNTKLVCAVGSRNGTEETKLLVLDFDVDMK
* = called active by the depositor.

SMILES | GPR151 activ | TEAD-YAP block | MITF primary | FBW7 act
CC#CCN1C(=O)NC(Cc2cccc(F)c2)(C2CCN(C(=O)c3ccco3)CC2)C1=O (centres undefined) | -1.1 | -7 | -5 | 0.0
COc1ccc(C2C(=O)N(C3CCCCCC3)CC(=O)N2Cc2ccccc2)cc1OC (centres undefined) | -0.9 | -9 | 5 | 0.1
CCN(CC)S(=O)(=O)c1ccc2oc(SCC(=O)Nc3cccc(C#N)c3)nc2c1 | 0.4 | -3 | 11 | 0.3
CC(C)(C)C(=O)NNC(=O)COc1ccc(Cl)cc1 | 1.6 | 17 | -2 | 0.0
OCCn1c(Cc2ccccc2)nc2ccccc21 | -11 | 98* | 4 | 0.3
O=C(Oc1ccccc1)c1ccc(NC(=O)c2ccccc2Cl)cc1O | -0.8 | -1 | -17 | 0.1
Nc1nonc1-c1noc(COc2ccc(F)cc2F)n1 | -1.0 | -47 | 3 | 0.1
CS(=O)(=O)c1ccc2nc(NC(=O)c3ccc(Br)s3)sc2c1 | 0.5 | -44 | -4 | 0.0
CCN(CC)c1c(C)c(OC)c([N+](=O)[O-])c(C(=O)OC)c1[N+](=O)[O-] | 0.1 | 15 | 7 | 0.3
COc1ccc2ccccc2c1C1CC(=O)N2CN(Cc3ccco3)CSC2=C1C#N (centres undefined) | -0.7 | -17 | 10 | 0.2
O=C(Nc1ccc([N+](=O)[O-])cc1)c1c(O)c2ccccc2[nH]c1=O | -0.1 | 0 | 4 | 0.0
COc1cc2nc(N3CCC(N4CCOCC4)CC3)nc(NCc3cccc(C(F)(F)F)c3)c2cc1OC | 3.0 | -6 | -2 | -0.1
O=C(CCc1nnc(C2(c3ccc(Cl)cc3)CCC2)o1)NCc1cccnc1 | 4.9* | -1 | 4 | 0.0
c1ccc(-c2cc(NCc3ccc4c(c3)OCO4)n3cnnc3n2)cc1 | -1.4 | 4 | 12 | 0.5
Cc1ccc(OCCNC(=O)Cc2ccc(F)cc2)cc1 | 0.6 | 1 | -10 | 0.0
Cc1ccccc1OCCNS(=O)(=O)c1ccc2ccccc2c1 | 0.5 | -19 | -9 | 0.1
COC(=O)c1cc2sccc2n1Cc1ccc([N+](=O)[O-])cc1 | 1.0 | 1 | 16 | 0.7
Cc1ccc(S(=O)(=O)n2nc(OC(=O)c3ccc(C)c(C)c3)cc2N)cc1 | -0.3 | 12 | 12 | 0.3
Cc1cccc(NC(=O)CSc2nnc(CNC(=O)c3ccco3)n2-c2ccc(F)cc2)c1 | 1.0 | 2 | 28 | -0.4
CC1=C(C(=O)OC2CCCCCC2)C(c2ccc(Cl)c(Cl)c2)NC(=O)N1C (centres undefined) | 1.0 | 7 | -3 | 0.1
COc1cc(C2C(C(=O)OC(C)C)=C(C)NC3=C2C(=O)CCC3)cc(OC)c1OC (centres undefined) | 0.3 | -7 | 7 | 0.0
Cc1cc(CSc2nc(C)cc(C)n2)c2ncccc2c1 | 0.2 | -8 | -3 | -0.1
O=Cc1ccc(C(=O)OCc2nc3ccc(Cl)cc3n2CCO)cc1 | 0.7 | -2 | -1 | 0.1
COc1ccccc1NC(=O)c1c(NC(=O)c2ccccc2)sc2c1CCC2 | -1.3 | -41 | 1 | 0.1
Cc1ccn2c(NC(C)C)c(-c3ccc(O)cc3)nc2c1 | 0.6 | 0 | 12 | -0.1
SMILES | GPR151 activ | TEAD-YAP block | MITF primary | FBW7 act
Cc1ccc(CN2CC34C=CC(O3)C(C(=O)NCCC3=CCCCC3)C4C2=O)cc1 (centres undefined) | 2.1 | 3 | -7 | 0.0
Cn1c(C(O)c2ccccc2)[n+](C)c2ccccc21 (centres undefined) | 0.3 | 9 | -3 | 0.1
c1ccc(CNc2ccc3ncc(-c4ccsc4)n3n2)nc1 | 0.5 | 0 | -6 | 0.0
CSc1nnc(C)c(=O)n1COC(=O)c1ccccc1 | 0.4 | 5 | 0 | 0.0
Cc1c(C#N)c(O)n(CCO)c(=O)c1N=Nc1ccccc1C(=O)O | -1.5 | 12 | 16 | 0.1
COc1ccc(COn2c(=O)c(-c3ccccc3Cl)[n+]([O-])c3ccccc32)cc1 | -0.4 | 2 | -10 | -0.1
O=C(O)CSC1=NS(=O)(=O)c2ccccc21 | 0.2 | 3 | 2 | -0.1
CCOC(=O)N1CCc2c(sc(NC(=O)c3ccccc3F)c2-c2nc3ccccc3s2)C1 | -1.4 | 4 | 2 | 0.0
CCn1c(SCC(=O)Nc2ncc3c(n2)CC(c2ccco2)CC3=O)nnc1-c1ccncc1 (centres undefined) | -0.6 | -12 | -2 | -0.1
CC1CN(c2ccc([N+](=O)[O-])cc2Cl)CCN1S(C)(=O)=O (centres undefined) | 0.1 | 1 | 11 | 0.0
Cc1ccc(OCCn2cc(/C=C3/C(=N)N4N=C(C5CCCCC5)SC4=NC3=O)c3ccccc32)c(C)c1 | 0.0 | -19 | -19 | 0.0
O=C(O)COc1ccc(N2C(=O)C(=O)/C(=C(\O)c3ccc(Cl)cc3)C2c2cccc(F)c2)cc1 (centres undefined) | -0.5 | -4 | -15 | -0.1
CC(=O)C1CCCc2c1[nH]c1ccccc21 (centres undefined) | 0.4 | 0 | 3 | 0.1
Cc1nn(CCOc2ccc(Br)cc2)c(C)c1[N+](=O)[O-] | -0.4 | 4 | 10 | 0.0
CCCCC(=O)Nc1c2c(nn1-c1cccc(Cl)c1)CS(=O)(=O)C2 | 1.8 | 3 | 2 | 0.0
CC1CCCCC1NC(=O)c1cc(-c2ccccc2)nc2ccccc12 (centres undefined) | 1.1 | 11 | 13 | 0.0
CCOC(=O)C1CCCCN1Cc1ccc(O)c(OC)c1 (centres undefined) | 0.8 | -11 | -6 | 0.0
CC(C)CCn1nnnc1C(c1ccccc1F)N1CCN(C)CC1 (centres undefined) | 0.0 | 4 | 1 | -0.3
C/C(=N\NC(=O)c1ccccc1)c1ccc([N+](=O)[O-])cc1 | -0.9 | -29 | -8 | 0.0
O=C(/C=C/c1ccccc1)NC(=S)Nc1cccc(C(=O)O)c1 | 0.5 | -12 | -1 | -0.3
O=C(O)C1CSC(c2cccc3ccccc23)N1 (centres undefined) | -0.7 | 6 | -5 | 0.0
Cc1ccc(-c2c(C(=O)Nc3ccc(Oc4ccccc4)cc3)oc(=O)c3ccccc23)cc1 | 1.2 | 8 | 2 | 0.0
COc1ccc(-n2ncc3c(=O)n(CC(=O)N4C(C)CCCC4C)cnc32)cc1 (centres undefined) | -1.1 | 9 | -7 | 0.1
COC(=O)c1ccc(NC(=O)c2c(Br)cnn2C)cc1 | 1.1 | -6 | 10 | 0.4
O=C(CSc1nc2ccc([N+](=O)[O-])cc2s1)NCCOc1ccccc1 | 0.7 | 10 | -1 | 0.0
SMILES | GPR151 activ | TEAD-YAP block | MITF primary | FBW7 act
C#CCNC(=O)c1c(C)nc2c(C)cccn12 | 1.4 | 15 | 3 | 0.2
COc1ccc(CCNC(=O)CSc2nc3ccsc3c(=O)n2-c2ccc(C)c(C)c2)cc1OC | 2.0 | 18 | 8 | -0.1
Cc1nn(C2CCS(=O)(=O)C2)c(C)c1C=O (centres undefined) | 1.3 | 0 | 8 | -0.3
Cc1cc(C)c(NC(=O)CSc2nnc(-c3ccco3)n2-c2ccccc2)c(C)c1 | 0.8 | 8 | -10 | -0.1
COc1ccc(NC(=O)C2C3NC(=S)N(c4cccc(Cl)c4)C2(C)Oc2ccccc23)cc1 (centres undefined) | -0.8 | 12 | 22 | 0.6
Cc1cc(NC2CC2)nc(N2CCN(c3ncccn3)CC2)n1 | -0.7 | -30 | -3 | 0.0
CC(=O)Nc1ccc(Nc2ccnc(NCCCN3CCCC3=O)n2)cc1 | -0.3 | 11 | 7 | -0.1
O=C(N/N=C/c1ccccc1)c1cc(-c2ccc(F)cc2)n[nH]1 | -0.8 | 0 | -7 | -0.1
CCCNc1nc(-c2c(C)nn(C)c2C)nc2c1ncn2C(C)C | 1.5 | -18 | 6 | -0.1
CCCCn1nnnc1SCC(=O)Nc1cccc(C(C)=O)c1 | -0.2 | -4 | 68* | -0.1
Cc1cc(S(=O)(=O)NCC(C)C)ccc1OCC(=O)NCc1ccc2c(c1)OCO2 | -1.4 | -13 | 5 | 0.1
Cc1cc(C)c2cc(CN(CCO)Cc3nnnn3Cc3ccccc3)c(=O)[nH]c2c1 | 2.3 | -9 | 8 | 0.2
COC(=O)C1=CN(C(C)C)C=C(C(=O)OC)C1c1ccc(OC)c(OC)c1 | -0.4 | 0 | 8 | 0.6
O=C(CC1Nc2ccccc2NC1=O)Nc1ccccc1Br (centres undefined) | -1.0 | 3 | 6 | 0.4
CCOC(=O)N1CCN(c2cc(N)c([N+](=O)[O-])cc2F)CC1 | 0.2 | -1 | -5 | 0.0
C/C=C/Cn1c(N2CCCCC2)nc2c1c(=O)[nH]c(=O)n2C | 0.4 | -13 | -1 | 0.1
CCN(CC)CCn1c(-c2ccc(OC)cc2)nc(=S)c2c1CC(C)(C)OC2 | -2.0 | -2 | 6 | 0.0
CCC(C)(C)n1nnnc1CN1CCN(c2nc3cc(OC)ccc3cc2C#N)CC1 | 0.6 | -2 | -3 | 0.0
Cc1cc2nc(-c3cc(NC(=O)c4ccc(Cl)cc4)ccc3O)oc2cc1C | -1.0 | -6 | 11 | 0.1
NC(=O)c1ccccc1NC(=O)Nc1ccc(Br)cc1Cl | -1.1 | 6 | 24 | 0.9
Cc1ncn(-c2ccc(Nc3cc(-c4cnn(Cc5ccccc5)c4-c4ccc(F)cc4)ccn3)cc2)n1 | 1.7 | -9 | 6 | -0.1
OCCC1CN(Cc2cc3c(cc2Cl)OCO3)CCN1C1CCCC1 (centres undefined) | -1.6 | 3 | 3 | 0.2
Cc1ccc(CN(Cc2cccnc2)C(=S)Nc2ccccc2Cl)cc1 | 0.6 | 2 | 6 | 0.0
COc1ccc2[nH]c3c(c2c1)CCOC31CCN(C(=O)NC2CCCCC2)CC1 | 0.7 | 5 | 1 | 0.0
Cc1c(C#N)c(O)n(CCc2ccccc2)c(=O)c1N=Nc1ccc(S(N)(=O)=O)cc1 | -0.7 | -3 | 19 | 0.1

An excerpt taken from the entries so far, for reference:
SMILES | GPR151 activ | TEAD-YAP block | MITF primary | FBW7 act
C#CCNC(=O)c1c(C)nc2c(C)cccn12 | 1.4 | 15 | 3 | 0.2
COc1ccc(CCNC(=O)CSc2nc3ccsc3c(=O)n2-c2ccc(C)c(C)c2)cc1OC | 2.0 | 18 | 8 | -0.1
Cc1nn(C2CCS(=O)(=O)C2)c(C)c1C=O (centres undefined) | 1.3 | 0 | 8 | -0.3
Cc1cc(C)c(NC(=O)CSc2nnc(-c3ccco3)n2-c2ccccc2)c(C)c1 | 0.8 | 8 | -10 | -0.1
COc1ccc(NC(=O)C2C3NC(=S)N(c4cccc(Cl)c4)C2(C)Oc2ccccc23)cc1 (centres undefined) | -0.8 | 12 | 22 | 0.6
Cc1cc(NC2CC2)nc(N2CCN(c3ncccn3)CC2)n1 | -0.7 | -30 | -3 | 0.0
CC(=O)Nc1ccc(Nc2ccnc(NCCCN3CCCC3=O)n2)cc1 | -0.3 | 11 | 7 | -0.1
O=C(N/N=C/c1ccccc1)c1cc(-c2ccc(F)cc2)n[nH]1 | -0.8 | 0 | -7 | -0.1
CCCNc1nc(-c2c(C)nn(C)c2C)nc2c1ncn2C(C)C | 1.5 | -18 | 6 | -0.1
CCCCn1nnnc1SCC(=O)Nc1cccc(C(C)=O)c1 | -0.2 | -4 | 68* | -0.1
Cc1cc(S(=O)(=O)NCC(C)C)ccc1OCC(=O)NCc1ccc2c(c1)OCO2 | -1.4 | -13 | 5 | 0.1
Cc1cc(C)c2cc(CN(CCO)Cc3nnnn3Cc3ccccc3)c(=O)[nH]c2c1 | 2.3 | -9 | 8 | 0.2
COC(=O)C1=CN(C(C)C)C=C(C(=O)OC)C1c1ccc(OC)c(OC)c1 | -0.4 | 0 | 8 | 0.6
O=C(CC1Nc2ccccc2NC1=O)Nc1ccccc1Br (centres undefined) | -1.0 | 3 | 6 | 0.4

Continued:
SMILES | GPR151 activ | TEAD-YAP block | MITF primary | FBW7 act
COc1ccc(C(=O)C2CCCN(Cc3ccc(OC)c(Cn4cncn4)c3)C2)cc1F (centres undefined) | 1.7 | 13 | -3 | -0.2
Cc1onc(-c2ccccc2Cl)c1C(=O)Nc1ccc(C(N)=O)cc1 | 0.5 | 4 | 0 | -0.1
O=C(Nc1ccc(OCC(=O)N2CCOCC2)cc1)c1cc(F)c(F)cc1Cl | 1.1 | 0 | -10 | 0.0
CN(CC1CCCO1)C1CCN(C(=S)Nc2cccc(Cl)c2)CC1 (centres undefined) | -0.5 | -6 | 0 | 0.1
COc1ccc(S(=O)(=O)N2CCC(C(N)=O)CC2)c(C)c1C | 0.0 | 3 | 5 | 0.1
COc1ccc(N(C(C)=O)c2nc(-c3cc4cc(Br)ccc4oc3=O)cs2)cc1 | 0.6 | 3 | 15 | 0.1
CCN(c1ccccc1C(=O)O)S(=O)(=O)c1ccc2c3c(cccc13)C(=O)N2 | 0.2 | 1 | 4 | -0.2
COc1ccc2c(=O)c(-c3cscn3)coc2c1 | -3.2 | 44* | -3 | -0.1
CC(C)OC(=O)C1C2C=CC(C2)C1C(=O)NC1CCCCC1 (centres undefined) | 0.7 | -8 | 1 | -0.1
Nc1c(C(=O)Nc2ccc(S(N)(=O)=O)cc2)sc2nc3c(cc12)CCCCCC3 | 1.4 | -6 | -5 | 1.1
Cc1ccc([N+](=O)[O-])cc1N1C(=O)C2C3C=CC(C4CC34)C2C1=O (centres undefined) | 1.3 | -4 | 1 | -0.3

Source: PubChem
